Screening data as filed in PubChem BioAssay.
RNase H inhibition: RNase H inhibition, HIV 1 Gag Pol polyprotein, FRET biochemical assay, screening (AID 372); HIV-1 RT RNase H, FRET RNA/DNA substrate fluorescence; higher % means a stronger effect; hit rate 0.77% among 100,000; one-dose inhibition, % at 10 µM; IC50 in µM for titrated hits; in the data active = inhibition above about 50%
Starred values were filed as active, the others as inactive.

SMILES	RNase H inhibition
Cc1ccc(OCC(=O)Nc2ccccc2Cl)c(C)c1	27%
Cc1ccc(N2C(=O)CC(N3CCC(C(N)=O)CC3)C2=O)c(Br)c1 (stereo not drawn)	4%
Cc1ccccc1Cn1c2ccccc2c(=O)c2ccccc21	19%
COc1ccc(/C=N\NC(=O)c2ccc([N+](=O)[O-])cc2)cc1Cl	12%
O=C1CC(=O)N2N=C(c3ccccc3)SC2=N1	10%
O=C(c1cccs1)N1CCN(c2cc(N3CCCCC3)c(F)cc2[N+](=O)[O-])CC1	8%
COc1ccc(C)cc1NC(=O)c1ccc([N+](=O)[O-])cc1	4%
O=C1CC(c2ccccc2)CC2=C1C(c1ccc(F)cc1)Nc1ccccc1N2 (stereo not drawn)	6%
COc1ccc(/C=C2\SC(=O)N(Cc3ccccc3)C2=O)cc1	10%
COc1ccc(-c2nc3ccccc3c(C(=O)Nc3ccc(C)cc3)c2C)cc1	11%
COc1cccc(OC)c1C(=O)Nc1cccc(C(=O)Nc2cccc(C(=O)O)c2)c1	4%
CCCOc1ccc(C(=O)N2CCN(c3ccc([N+](=O)[O-])cc3)CC2)cc1	14%
O=C(Nc1cccc(C(F)(F)F)c1)c1ccc(F)cc1	0%
COc1ccc(C(=O)Nc2ccc3oc(-c4cccnc4)nc3c2)cc1OC	4%
O=C(/C=C/c1cccc([N+](=O)[O-])c1)NCc1ccc2c(c1)OCO2	7%
COc1ccccc1C(=O)Nc1ccccc1C(C)C	8%
Oc1ccc(N=Cc2ccccc2OCc2ccccc2)cc1	9%
O=C(COc1ccccc1Cl)NNC(=O)c1ccc(O)cc1	4%
CCOC(=O)C1=C(N)Oc2c(c(=O)[nH]c3ccc(C)cc23)C1c1ccc(OC)cc1 (stereo not drawn)	12%
CCOC(=O)c1c(C)[nH]c(C=C2C(=O)CC(C)(C)CC2=O)c1O	14%
CC1CCc2c(sc(NC(=O)c3ccccc3Cl)c2C(=O)N2CCCCCC2)C1 (stereo not drawn)	17%
O=C(/C=C/c1ccccc1)NC(=S)Nc1ccc(I)cc1	1%
Cc1ccc(C(C)C)c(OCC(=O)N/N=C/c2cc3c(cc2Cl)OCO3)c1	4%
Cc1ccc(C2Nc3ccccc3NC3=C2C(=O)CC(c2ccc4c(c2)OCO4)C3)s1 (stereo not drawn)	15%
COc1ccc(C(=O)N2CCN(Cc3ccc4c(c3)OCO4)CC2)cc1OC	2%

Part of the list above, reformatted:
> Cc1ccc(OCC(=O)Nc2ccccc2Cl)c(C)c1
- RNase H inhibition: 27%

> Cc1ccc(N2C(=O)CC(N3CCC(C(N)=O)CC3)C2=O)c(Br)c1 (stereo not drawn)
- RNase H inhibition: 4%

> Cc1ccccc1Cn1c2ccccc2c(=O)c2ccccc21
- RNase H inhibition: 19%

> COc1ccc(/C=N\NC(=O)c2ccc([N+](=O)[O-])cc2)cc1Cl
- RNase H inhibition: 12%

(continued)
SMILES	RNase H inhibition
C#CCSc1nc2ccccc2n1C(=O)c1sc2ccccc2c1Cl	6%
O=C1C(=O)N(c2cccc([N+](=O)[O-])c2)C(c2ccc3c(c2)OCO3)/C1=C(/O)c1ccccc1 (stereo not drawn)	3%
CC(C)OC(=O)C(=O)/C=C1\NC(C)(C)Cc2ccccc21	2%
O=C(NCc1ccccc1)c1ccc(CN2CCN(Cc3ccccc3)CC2)cc1	22%
CCCCCOC(=O)CSc1nnc(-c2ccccc2Cl)o1	22%
Cc1c(C(=O)NC(=S)Nc2nc(-c3ccccc3)cs2)oc2ccccc12	13%
COc1ccc(OCCCOc2cccc3ccccc23)cc1	27%
c1ccc(-c2nc3ccc(Oc4ccc5nc(-c6ccccn6)c(-c6ccccn6)nc5c4)cc3nc2-c2ccccn2)nc1	15%
O=C(O)c1ccc(S(=O)(=O)c2ccc(Sc3ccc(C(=O)O)c(C(=O)O)c3)cc2)cc1	2%
N#C/C(=C\c1cccc2ccccc12)c1nc(-c2ccc(Cl)c(Cl)c2)cs1	14%
O=C(/C=C/c1ccc(-c2ccccc2Cl)o1)c1cccs1	13%
COc1ccc(N2C(=O)NC(=O)/C(=C/c3cccc(OC)c3O)C2=O)cc1	0%
CC(C)c1ccccc1NC(=O)Cc1ccc(Br)cc1	7%
O=C(/C=C/c1ccccc1)C1=C(O)C(=O)N(c2ccccn2)C1c1ccc(F)cc1 (stereo not drawn)	7%
COc1ccc(/C=N/NC(=O)c2ccn[nH]2)cc1CSc1nc2ccccc2s1	44%
COc1ccc2c(=O)c(-c3ccccc3Cl)coc2c1OC	12%
O=C(CCN1C(=O)/C(=C/c2ccccc2Cl)SC1=S)Nc1ccc2c(c1)OCO2	0%
COC(=O)C1=CN(CC2CCCO2)C=C(C(=O)OC)C1c1cccc(F)c1 (stereo not drawn)	3%
CCOC(=O)C1=C(C)N=c2s/c(=C\c3ccc(OC)c(OCC)c3)c(=O)n2C1c1ccccc1Cl (stereo not drawn)	15%
COc1ccccc1NS(=O)(=O)c1cccc(C(=O)Nc2ccccc2[N+](=O)[O-])c1	15%
CCc1ccc(NC(=O)CSc2nnc(C)s2)cc1	8%
CC(=O)N/N=C/c1cc(C)n(-c2cccc(Cl)c2Cl)c1C	15%
O=C(c1ccc(F)cc1)N1CCN(Cc2cccc(Oc3ccccc3)c2)CC1	11%
Cc1sc(/N=C/c2c(O)ccc3ccccc23)c(C#N)c1C	3%
Cc1c(C(=O)NC(c2ccccc2)c2ccccc2)cccc1[N+](=O)[O-]	9%
Continued.
SMILES	RNase H inhibition
C=CCc1cc(/C=C2\C(=O)NC(=O)N(c3ccc(C)c(C)c3)C2=O)cc(OC)c1OCC(=O)OC	4%
Cc1ccc(-n2[nH]c(C)c(/C=N/c3nnc(-c4ccc(Cl)cc4Cl)s3)c2=O)cc1	8%
Cc1cc(I)ccc1NC(=O)CCC(=O)N/N=C/c1ccco1	8%
CCOC(=O)c1ccc(NC(=O)C2CC(=O)N=C(N)S2)cc1 (stereo not drawn)	0%
O=C(CN(Cc1ccccc1)S(=O)(=O)c1ccc(Br)cc1)NCc1ccccn1	11%
Cc1[nH]c2ccccc2c1C(c1cc(Cl)cc(Cl)c1O)N1CCOCC1 (stereo not drawn)	19%
O=C(/C=C/c1c2ccccc2cc2ccccc12)c1ccncc1	8%
Oc1[nH]c2ccccc2c1N=Nc1nc2ccccc2s1	10%
Cc1cc(C)n(C(=O)CNC(=O)COc2ccccc2C)n1	4%
CCOC(=O)c1sc(/N=C/N(C)C)c(C(=O)OCC)c1C	0%
O=C1NC(=S)N(c2cccc(Cl)c2Cl)C(=O)/C1=C/c1ccc(N2CCCC2)o1	20%
O=C(Cc1ccc([N+](=O)[O-])cc1)NCc1ccc2c(c1)OCO2	7%
c1ccc(C2=NNC3(CCCCCCC3)S2)cc1	2%
C/C(=N\NC(=O)c1c[nH]c2ccccc12)c1ccc(Cl)cc1	31%
COc1cccc(OC)c1C(=O)Nc1ccccc1Br	5%
COC(=O)c1ccc(/C=N/NC(=O)c2cc(-c3ccc4ccccc4c3)n[nH]2)cc1	18%
O=C(/C=C/c1ccc(F)cc1)NC1CC1	0%
COc1cc(/C=C2\C(=O)NC(=S)N(c3ccc(C(C)C)cc3)C2=O)ccc1O	10%
COc1ccc(NC(=O)CCC(C(C)=O)[N+](=O)[O-])cc1 (stereo not drawn)	6%
CCOC(=O)c1ccc(NC(=O)/C=C/c2cc(Br)ccc2OC)cc1	5%
Cc1ccc(-n2ncnc2-c2ccc(Cl)cc2Cl)cc1Cl	17%
O=C1ON=C(c2ccc(Cl)cc2)/C1=C/C=C/c1ccccc1	17%
CCCCNC(=O)c1ccccc1[N+](=O)[O-]	10%
CC1(NC(=O)Nc2cccc([N+](=O)[O-])c2)CCS(=O)(=O)C1 (stereo not drawn)	3%
O=C1NC(=S)NC(=O)C1=Cc1ccccc1OS(=O)(=O)c1ccc([N+](=O)[O-])cc1	13%

Exported comma-delimited: entries from further up
SMILES,RNase H inhibition
O=C(CN(Cc1ccccc1)S(=O)(=O)c1ccc(Br)cc1)NCc1ccccn1,11%
Cc1[nH]c2ccccc2c1C(c1cc(Cl)cc(Cl)c1O)N1CCOCC1 (stereo not drawn),19%
O=C(/C=C/c1c2ccccc2cc2ccccc12)c1ccncc1,8%
Oc1[nH]c2ccccc2c1N=Nc1nc2ccccc2s1,10%
Cc1cc(C)n(C(=O)CNC(=O)COc2ccccc2C)n1,4%
CCOC(=O)c1sc(/N=C/N(C)C)c(C(=O)OCC)c1C,0%

The list goes on.
SMILES	RNase H inhibition
CCC(C(=O)N1CCCC1)c1ccccc1 (stereo not drawn)	2%
O=C(Cc1ccccc1)N1N=C(c2ccc(F)cc2)CC1(O)C(F)(F)F (stereo not drawn)	16%
COc1cnn(-c2cccc(Cl)c2)c(=O)c1Cl	12%
CC(=O)N1CCN=C1Nc1c(Cl)cccc1Cl	0%
O=C(NC(=S)Nc1ccc(O)c(-c2nc3ccccc3o2)c1)c1ccc(F)cc1	56%*
O=C(NCC(O)c1ccccc1)C(=O)Nc1ccc(F)cc1 (stereo not drawn)	16%
O=C1NC(=O)N(c2cccc(Br)c2)C(=O)/C1=C/c1ccc(N2CCCC2)o1	19%
O=C(Nc1nc(-c2ccc(Cl)cc2)cs1)c1sc2ccccc2c1Cl	14%
Cc1nc2ccccc2n1C1CC(=O)N(c2ccc(Br)cc2)C1=O (stereo not drawn)	14%
COc1ccccc1/C=C(\C#N)c1nc(-c2ccc(C)cc2)cs1	4%
CCCCCCCCCc1noc(-c2ccc(Br)cc2)n1	12%
CC(=O)N(c1ccc(Br)cc1)C1SC(=O)N(c2cccc(C)c2)C1=O (stereo not drawn)	9%
CC1=NN(c2ccc(C(=O)O)cc2)C(=O)/C1=C\c1ccc(C(C)C)cc1	5%
CN(C)/C=C1\N=C(c2ccc3c(c2)OCO3)OC1=O	13%
CC(C)Oc1ccc(C(=O)N2CCC(Cc3ccccc3)CC2)cc1	13%
COc1cc(C(=O)Nc2nc3c(C)cccc3s2)cc(OC)c1OC	8%
O=C1CC(c2ccccc2)CC(O)=C1C=NCCC(c1ccccc1)c1ccccc1 (stereo not drawn)	27%
COc1ccc(NC(=O)c2sc(SCc3ccccc3)nc2N)cc1	13%
O=c1c(Cl)c(Cl)cnn1Cc1c(Cl)ccc(Cl)c1Cl	0%
CC(=O)Oc1ccc2occ(C(=O)c3ccccc3)c2c1	12%
O=C1CC(Cc2ccc(Cl)cc2)C(=O)N1c1ccc2ccccc2n1 (stereo not drawn)	0%
COc1ccc(Br)cc1C=Nc1ccc(-c2ccc(N=Cc3cc(Br)ccc3OC)c(C)c2)cc1C	4%
C/C(=N\NC(=O)c1cc(-c2ccccc2)n[nH]1)c1cccc([N+](=O)[O-])c1	16%
CC1=C(C(=O)Nc2ccccc2)C(c2ccc(Cl)cc2)C(C(=O)Nc2ccccc2)=C(C)N1	4%
CCOC(=O)c1c(NC(C)=O)sc2c1CCN(C(=O)OCC)C2	9%
Remaining list, next part:
SMILES	RNase H inhibition
O=C(N/N=C\c1ccc(-c2cccc(Cl)c2Cl)o1)c1ccc(Br)cc1	14%
CC(=O)c1c(C)n(OCc2ccccc2)c2ccc3nonc3c12	10%
Cn1ccnc1Sc1ccc(C2Nc3ccc4ccccc4c3C3=C2C(=O)CC(C)(C)C3)cc1[N+](=O)[O-] (stereo not drawn)	11%
CCOC(=O)c1c(NC(=O)/C(C#N)=C\c2ccccc2F)sc2c1CCCC2	8%
O=C1C(=O)N(CCCO)C(c2cccc([N+](=O)[O-])c2)/C1=C(/O)c1ccc(Cl)cc1 (stereo not drawn)	21%
Cc1ccccc1-n1c(C)cc(/C=C2\SC(=O)N(C)C2=O)c1C	28%
O=[N+]([O-])c1ccc(N=Cc2cc3c(c([N+](=O)[O-])c2)OCO3)cc1	30%
O=C(Oc1ccc(Br)cc1)c1cccs1	0%
CCc1ccc(-c2nn(-c3ccccc3)cc2/C=N/O)cc1	16%
CCOc1ccc(NCC(=O)N/N=C/c2c[nH]c3ccccc23)cc1	17%
COc1ccc2c3c(c(=O)oc2c1)CCCC3	1%
NC(=O)c1ccc(NC(=O)CCN2C(=O)c3cccc([N+](=O)[O-])c3C2=O)cc1	7%
COc1ccccc1C(=O)NC(=S)Nc1cccc(-c2nc3ncccc3o2)c1C	38%
Nc1c(-c2ccccc2)n[nH]c1-c1ccccc1	1%
Cc1ccc(C(=O)NC(NC(=S)Nc2ccccc2)C(Cl)(Cl)Cl)cc1 (stereo not drawn)	20%
OC(COCc1ccccc1)CN1CCN(c2ccccc2F)CC1 (stereo not drawn)	9%
COc1ccc(C(=O)Nc2ccc(I)cc2Cl)cc1	6%
CSc1nc(SC)c2c3c(sc2n1)COC(C)(C)C3	11%
CC(C)COC(=O)CCN1C(=O)/C(=C/c2ccccc2)SC1=S	19%
CCOC(=O)C1=C(C)N=c2s/c(=C\c3ccc(C)cc3)c(=O)n2C1c1ccc(OC(C)=O)cc1 (stereo not drawn)	13%
COC(=O)C1=C(C)NC2=C(C(=O)c3ccccc32)C1c1cc2c(cc1Br)OCO2 (stereo not drawn)	0%

Looked up one by one from the list above, three records:
SMILES	RNase H inhibition
CSc1nc(SC)c2c3c(sc2n1)COC(C)(C)C3	11%
COC(=O)C1=C(C)NC2=C(C(=O)c3ccccc32)C1c1cc2c(cc1Br)OCO2 (stereo not drawn)	0%
COc1ccccc1C(=O)NC(=S)Nc1cccc(-c2nc3ncccc3o2)c1C	38%

Not all compounds are listed; count on the stated rates, not on these rows.
